Source: PubChem (The Scripps Research Institute Molecular Screening Center)
MITF inh: inhibitors of human MITF; AlphaScreen MITF homodimerization, bead proximity signal; inhibition, % at 2.6 µM; 650,000 tested, 0.91% active; in the data active = inhibition above about 50%;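 also: 0% = vehicle wells with protein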
Target sequence (O75030 whole entry, looked up): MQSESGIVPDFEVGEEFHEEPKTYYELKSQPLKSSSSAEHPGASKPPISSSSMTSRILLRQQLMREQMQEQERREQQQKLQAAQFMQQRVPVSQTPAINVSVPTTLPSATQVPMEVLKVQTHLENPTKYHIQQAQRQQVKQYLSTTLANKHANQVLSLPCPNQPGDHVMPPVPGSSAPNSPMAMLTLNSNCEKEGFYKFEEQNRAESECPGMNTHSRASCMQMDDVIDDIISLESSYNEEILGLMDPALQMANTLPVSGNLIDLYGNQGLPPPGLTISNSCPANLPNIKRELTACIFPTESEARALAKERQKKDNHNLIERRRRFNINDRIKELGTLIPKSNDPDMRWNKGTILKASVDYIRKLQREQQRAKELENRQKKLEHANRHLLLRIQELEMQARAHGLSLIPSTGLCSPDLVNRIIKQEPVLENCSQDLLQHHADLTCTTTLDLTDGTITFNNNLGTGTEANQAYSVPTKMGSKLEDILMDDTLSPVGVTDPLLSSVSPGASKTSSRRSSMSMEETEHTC
FBW7 act: activators of human E3 ligase FBW7; AlphaScreen FBW7–phospho-cyclin E peptide binding, activator screen; normalized activity (activation), % at 26.1 µM; 650,000 tested, 0.13% active; AID 1259310; in the data active = normalized activity above about 1.9%;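 also: purified mutant Fbw7 with reduced substrate affinity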
TEAD-YAP block: TEAD-YAP interaction inhibition | HEK-TIYL cells, TEAD-Gal4/YAP UAS-luciferase luminescence | inhibition, % at 9.12 µM | 640,000 tested, 1.4% active | AID 1259422; in the data active = inhibition above about 32%;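 also: 0% = median of test compound wells and 100% = reference inhibitor wells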
GPR151 ag: human GPR151 activation | activation, % at 11.2 µM | Q8TDV0 | 650,000 tested, 1% active | PathHunter beta-arrestin GPR151 cells, luminescence; in the data active = activation above about 4.9%;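 also: 0% = median of compound wells and 100% = cells with positive control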
Target sequence (Q8TDV0 whole entry, looked up): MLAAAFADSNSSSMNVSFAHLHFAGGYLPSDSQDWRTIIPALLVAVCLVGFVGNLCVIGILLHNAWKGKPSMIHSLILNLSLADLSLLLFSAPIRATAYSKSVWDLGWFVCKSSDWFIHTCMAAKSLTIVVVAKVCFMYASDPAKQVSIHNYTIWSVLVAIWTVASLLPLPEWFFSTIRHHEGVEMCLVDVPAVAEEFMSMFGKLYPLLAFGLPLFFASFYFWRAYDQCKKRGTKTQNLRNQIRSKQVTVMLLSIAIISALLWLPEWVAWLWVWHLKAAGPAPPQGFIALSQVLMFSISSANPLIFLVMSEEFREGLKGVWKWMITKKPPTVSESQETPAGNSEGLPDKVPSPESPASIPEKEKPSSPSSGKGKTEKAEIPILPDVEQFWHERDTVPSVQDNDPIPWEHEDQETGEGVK
The depositor's hits bear a star; & = joins results of further samples.

Each structure is followed by: MITF inh	FBW7 act	TEAD-YAP block	GPR151 ag
COc1ccc([N+](=O)[O-])cc1/C=N/Nc1nn[nH]n1
    23	1.7	-4	2.3
CCOc1ccc(C(=S)N2CCN(CC)CC2)cc1
    -12	-0.3	13	1.3
CC(C)n1cnc2c(NCCc3ccccn3)nc(-c3cccc(OC(F)(F)F)c3)nc21
    13	0.2	-8	0.2
CC(C)(C)C(=O)Nc1nc(-c2cc3ccccc3oc2=O)cs1
    4	0.0	-8	0.2
NC(=S)N/N=C/c1cc([N+](=O)[O-])ccc1O
    100*	-1.2&-2.1	-6&14	-1.8&-0.6
CC(C)Nc1nnc(SCC(=O)Nc2ccnn2C2CCCC2)s1
    2	0.0	10	0.0
COc1ccc(N2CN=c3s/c(=C\c4cccnc4)c(=O)n3C2)cc1
    11	0.0	21	-0.4
Cc1c2cnn(CC(=O)NCCCN3CCCC3=O)c(=O)c2c(C)n1Cc1ccccc1
    10	0.7	14	0.4
O=S(=O)(NCCN1CCN(c2ccccc2)CC1)c1ccc2ccccc2c1
    7	-0.1	9	3.0
Cc1ccc(C(=O)NCC(=O)NN)cc1C
    -2	0.0	4	0.4

Each structure is followed by: MITF inh	FBW7 act	TEAD-YAP block	GPR151 ag
CCOC(=O)c1cc2c(=O)n3ccccc3nc2n(CC(C)C)c1=NC(=O)c1ccc(Cl)cc1
    -3	0.0	6	-1.2
COC(=O)c1ccccc1NS(=O)(=O)c1ccc(C)cc1
    4	0.5	27	-1.1
O=C(CN1Cc2ccccc2OC(c2ccsc2)C1)NCc1cccc(-n2cccn2)c1 (centres undefined)
    16	0.1	16	-1.3
COc1ccc(-c2c(C)[nH]n3c(=O)cc(C)nc23)cc1
    7	0.1	5	0.5
CC(C)CNC(=O)C(=O)NNC(=O)c1ccc(C(C)(C)C)cc1
    -4	-0.1	7	1.2
CCOc1ccc(C2C(C#N)=C(N)Oc3n[nH]c(-c4ccc(F)cc4)c32)cc1OCC (centres undefined)
    -8	-0.3	1	0.0
C=CCn1c(=S)[nH]c2sc3c(c2c1=O)CC(C)(CC)OC3 (centres undefined)
    13	-0.1	11	0.6
CC(=O)NNC(=O)CSc1nnc(-c2cccnc2)n1-c1ccccc1C
    8	-0.1	-11	-1.5
COc1ccc(N2C(=O)C3C(C2=O)C2C=CC3C23CC3)cc1 (centres undefined)
    -1	-0.1	9	0.5
COc1cccc(C(=O)Nc2cc(-c3nc4ccccc4s3)ccc2C)c1
    0	-0.1	4	0.7

Overlap with the part before: six compounds; new compounds follow.
Each structure is followed by: MITF inh	FBW7 act	TEAD-YAP block	GPR151 ag
CC(C)CNC(=O)C(=O)NNC(=O)c1ccc(C(C)(C)C)cc1
    -4	-0.1	7	1.2
CCOc1ccc(C2C(C#N)=C(N)Oc3n[nH]c(-c4ccc(F)cc4)c32)cc1OCC (centres undefined)
    -8	-0.3	1	0.0
C=CCn1c(=S)[nH]c2sc3c(c2c1=O)CC(C)(CC)OC3 (centres undefined)
    13	-0.1	11	0.6
CC(=O)NNC(=O)CSc1nnc(-c2cccnc2)n1-c1ccccc1C
    8	-0.1	-11	-1.5
COc1ccc(N2C(=O)C3C(C2=O)C2C=CC3C23CC3)cc1 (centres undefined)
    -1	-0.1	9	0.5
COc1cccc(C(=O)Nc2cc(-c3nc4ccccc4s3)ccc2C)c1
    0	-0.1	4	0.7
CSc1ccc(/C=N/NC(=O)Cn2nnnc2N)cc1
    0	0.1	9	2.8
CCOc1ccccc1OCC(=O)N/N=C/c1ccccc1O
    -6	-1.7	59*	0.4
O=C(CNC(=S)N(Cc1ccccc1F)C1CCCCC1)NCc1ccco1
    -8	0.0	1	-0.4
O=C(O)COCC(=O)Nc1ccc(-c2nn[nH]n2)cc1
    -12	0.1	-5	-0.7
Cc1ccc(S(=O)(=O)CC(=O)c2cccc(Br)c2)cc1
    -3	-0.2	3	3.5
CCCC(=O)Nc1cccc(NC(=O)c2ccc([N+](=O)[O-])o2)c1
    -4	-0.2	9	-1.6
CC1SCC(=O)N(CC(=O)Nc2ccccc2C(F)(F)F)C1=O (centres undefined)
    -11	0.0	-23	-2.7
O=c1[nH]c2ccccc2c(=O)n1CCS
    9	0.0	16	-1.7
COc1ccc(N(C(=O)c2ccccc2)C2=CC3CCC(C2)N3C)cc1 (centres undefined)
    2	0.1	-13	-1.9
Nc1nc2ccc(Cl)nc2s1
    3	-0.1	-1	-0.9

Whole records, quoted from the list. Values in the order: MITF inh	FBW7 act	TEAD-YAP block	GPR151 ag
`CSc1ccc(/C=N/NC(=O)Cn2nnnc2N)cc1` is listed with 0	0.1	9	2.8
`CC1SCC(=O)N(CC(=O)Nc2ccccc2C(F)(F)F)C1=O` (centres undefined) is listed with -11	0.0	-23	-2.7
`CCOc1ccccc1OCC(=O)N/N=C/c1ccccc1O` is listed with -6	-1.7	59*	0.4
`Cc1ccc(S(=O)(=O)CC(=O)c2cccc(Br)c2)cc1` is listed with -3	-0.2	3	3.5
`CCCC(=O)Nc1cccc(NC(=O)c2ccc([N+](=O)[O-])o2)c1` is listed with -4	-0.2	9	-1.6

Continued.
Each structure is followed by: MITF inh	FBW7 act	TEAD-YAP block	GPR151 ag
COC(=O)c1ccc(NC(=O)N(C)c2ccccc2)cc1
    7	0.2	-2	-0.3
Cc1ccc(Cl)cc1NC(=O)CSc1nc2ccccc2c(=O)n1-c1ccccc1
    6	0.1	20	1.2
COc1ccc(-c2csc(/C(C#N)=C/c3ccc(I)cc3)n2)cc1
    4	-0.1	-1	-0.6
CCOC(=O)c1sc2ncn(CC(=O)OCC(C)C)c(=O)c2c1C
    5	-0.4	-14	0.4
O=S(=O)(c1ccc(Br)c2nsnc12)N1CCC(Cc2ccccc2)CC1
    17	-0.1	-13	0.8
CCOc1ccc2nc(NCCCNC(=S)NCCOC)c(C#N)cc2c1
    0	0.0	-5	-1.0
CCNc1nc2c(c(=O)n(C)c(=O)n2C)n1C(C)C
    6	-0.2	-11	-0.6
COc1ccc(C(=O)CC2(O)C(=O)N(Cc3ccccc3)c3ccccc32)cc1 (centres undefined)
    13	0.3	1	-1.4
COC(=O)CNC(=O)Cn1cnc2sc(C)c(C)c2c1=O
    14	0.5	15	-1.1
CC(C)C(=O)NC(C)c1nnc2n1CCN(Cc1ccc(F)cc1)CC2 (centres undefined)
    -12	-0.1	-10	0.9

Each structure is followed by: MITF inh	FBW7 act	TEAD-YAP block	GPR151 ag
COc1ccc([C@@H]2C[C@H]3CN(C4CCCC4)C(=O)[C@]34CCCN24)c2ccccc12
    -1	-0.1	2	2.1
COC(=O)C1=C(C)N(C)C(=O)NC1c1cc(O)c(O)c(Br)c1 (centres undefined)
    -11	-0.1	5	-1.2
COCc1nnc(SCC(=O)N2CCc3ccccc32)n1-c1ccccc1
    2	0.0	10	-0.8
COc1ccc(NC(=O)CSc2ncnc3c2nnn3Cc2ccc(F)cc2)cc1
    -5	0.0	12	-0.6
O=C(N1CCN(S(=O)(=O)c2cccs2)CC1)C1(c2ccccc2)CC1
    1	-0.1	2	-0.2
COCCn1nnnc1C(c1cc2ccc(OC)cc2[nH]c1=O)N1CCCC(C)C1 (centres undefined)
    -5	0.0	5	-1.7
CC(C)C[C@H]1NC(=O)[C@@H]2C[C@H](NC(=O)c3ccc(F)cc3)CN2C1=O
    -1	-0.2	-2	-1.0
CC1=CCC(C(=O)Nc2ccc(Br)cc2)C(c2ccc([N+](=O)[O-])cc2)C1 (centres undefined)
    0	-0.1	0	1.3
O=C(CN(CC(=O)N1CCOCC1)S(=O)(=O)c1ccccc1)N1CCOCC1
    12	0.0	-6	-0.4
Cc1cc(C)c2c(c1)cc(C)c1nn(Cc3ccccn3)c(=O)n12
    14	1.5	-4	-1.2

Each structure is followed by: MITF inh	FBW7 act	TEAD-YAP block	GPR151 ag
Cc1nn(C)cc1CN(C)C(Cc1ccccc1F)C1CCN(C(=O)C2CCCO2)CC1 (centres undefined)
    11	0.0	-12	-0.1
COc1cc(C(=O)Nc2nc3ccc(C)cc3s2)cc(OC)c1OC
    -5	0.0	6	0.7
CCN(CCn1cccn1)Cc1c(C(=O)N2C[C@@H](C)O[C@@H](C)C2)nc2ccc(Cl)cn12
    -19	0.0	-12	-1.2
COC(=O)c1cc(C(=O)OC)cc(N2C(=O)CSC2c2ccccc2C(F)(F)F)c1 (centres undefined)
    11	0.1	-3	2.1
COC(=O)c1ccc(N2C(=O)CSC2c2ccc([N+](=O)[O-])cc2)cc1 (centres undefined)
    -9	-0.6	-7	-1.1
COc1cccc(CN2CCN(Cc3ccc4ncccc4c3)CC2CCO)c1 (centres undefined)
    12	0.8	-13	-2.6
COc1cccc(/C=N/NC(=O)C(=O)Nc2cc(Cl)ccc2C)c1
    -2	-0.2	-2	0.2
CC1CCc2onc(C(=O)N3CCn4cc(C(F)(F)F)nc4C3)c2C1 (centres undefined)
    29	0.6	1	-0.4
Cc1ccc(-n2c(=S)sc3c(=O)n(-c4ccc(F)cc4)c(SCC(=O)O)nc32)c(C)c1
    -16	0.0	4	0.6
CN(Cc1ccccc1)c1ncnc(N)c1[N+](=O)[O-]
    4	-0.1	0	-0.5

Each structure is followed by: MITF inh	FBW7 act	TEAD-YAP block	GPR151 ag
Cc1nc2n(n1)C(c1ccccc1)C1=C(CC(C)(C)CC1=O)N2 (centres undefined)
    19	1.1	3	1.5
CCc1nc2sc(C(c3ccccc3F)N3CCN(C)CC3)c(O)n2n1 (centres undefined)
    5	0.1	-6	-1.7
COc1ccc(NS(=O)(=O)CC23CCC(CC2=O)C3(C)C)cc1 (centres undefined)
    -11	-0.1	2	1.0
COc1ccc(Oc2coc3cc(OC(=O)c4cccc(C)c4)ccc3c2=O)cc1
    -3	-0.1	-7	0.2
CC1=C(C(=O)OCCOC(C)C)C(c2ccccc2C)NC(=O)N1 (centres undefined)
    23	0.1	2	-0.5
CCOc1ccc(CCNC(=O)C2CCCN(c3nn4c(=O)cc(C)nc4s3)C2)cc1 (centres undefined)
    -3	0.0	3	-0.5
COc1ccc(C(=O)N2CCN(c3ccc([N+](=O)[O-])c(N4CCCCC4)c3)CC2)cc1
    2	-0.3	4	-0.1
O=C(Nc1cc([N+](=O)[O-])ccc1C(=O)O)c1cccs1
    7	0.8	4	-0.2
CC(C)(C)C(=O)Nc1ccc(C(=O)NNC(=O)Cc2ccccc2)cc1
    9	1.5	-4	0.0
Cc1cccc(NC(=O)CN2C(=O)N/C(=C/c3ccc(OCC(C)C)cc3)C2=O)c1
    -6	-0.1	-2	-1.8

Each structure is followed by: MITF inh	FBW7 act	TEAD-YAP block	GPR151 ag
COc1ccc(C(=O)NCc2ccc(C(=O)NCC(OC)OC)cc2)cc1OC
    14	0.1	2	-0.3
COc1ccc2c(c1)OC(=O)CC21CC(=O)Oc2cc(OC)ccc21
    -10	-0.1	-2	-0.1
N#Cc1cccc(NC(=O)COc2ccc([N+](=O)[O-])cc2)c1
    11	0.3	-3	0.3
CCOc1cc(C)c(C(C)C)cc1S(=O)(=O)n1ccc(C)n1
    -14	0.0	8	0.1
CCN1C(=O)NC(c2ccccc2[N+](=O)[O-])C(C(=O)OCCc2ccccc2)=C1C (centres undefined)
    2	0.3	8	0.8
O=C(Nc1ncnc2sc3c(c12)CCCCC3)c1ccco1
    1	0.0	-3	-1.3
CC(=O)c1ccc(N2C(=O)c3ccc(Oc4ccc(C(=O)O)cc4)cc3C2=O)cc1
    -6	-0.1	3	0.5
O=C(Cc1cn(-c2ccc(N3CCN(Cc4ccc5c(c4)OCO5)CC3)nn2)c2ccccc12)NCc1cccc(C(F)(F)F)c1
    11	0.1	1	0.3
CN1CCC(N(C)c2cc(-c3cn[nH]c3)ccc2NC(=O)C2COc3ccc(F)cc3C2)C1 (centres undefined)
    3	-0.1	-9	-0.6
CCn1nc(C)c(CCC(=O)Nc2ccc(-c3cn4c5c(nnc4n3)CCCC5)cc2)c1C
    -6	-0.1	-74	0.6

Each structure is followed by: MITF inh	FBW7 act	TEAD-YAP block	GPR151 ag
CCOc1ccc2nc(N(CCN3CCOCC3)C(=O)c3cccc(SCC)c3)sc2c1
    -3	0.0	-28	-0.4
O=C(CN1C(=O)c2ccccc2C1=O)NCc1csc(-c2cccs2)n1
    11	0.2	1	3.8
O=Cc1ccc(OC(=O)c2ccccc2[N+](=O)[O-])cc1
    6	0.6	-1	-1.5
CCC(=O)N1N=C(c2ccccc2)CC1c1cccc(F)c1 (centres undefined)
    17	0.1	3	0.9
CN(C)CCCNC(=S)Nc1ccc(F)cc1
    10&-5	0.3&-0.1	0&-6	-1.1&2.2
Cc1ccc(C(=O)NC(=S)Nc2ccc(N(C)C)cc2)cc1
    8	0.1	-27	0.9
CCn1c2ccccc2c2cc(/C=C(\C#N)C(=O)NCCOC)ccc21
    -2	0.4	18	-0.2
CSc1nc2ccc(NC(=O)c3ccc([N+](=O)[O-])o3)cc2s1
    7	0.0	-25	0.4
CNc1nc(SC)nc(N2CCOCC2)n1
    17	0.1	0	-0.4
Cc1cc(C)cc(NC(=O)Cc2ccc(NC3=NC4CS(=O)(=O)CC4S3)cc2)c1 (centres undefined)
    -2	-0.1	0	-0.2

Each structure is followed by: MITF inh	FBW7 act	TEAD-YAP block	GPR151 ag
COc1ccccc1CN[C@H]1C[C@H]2C(=O)N[C@@H](CC(C)C)C(=O)N2C1
    -13	0.2	-12	6.1*
O=C(Nc1nncs1)c1ccc(Cl)c([N+](=O)[O-])c1
    0	0.0	-1	-2.2
COc1cc2c(cc1OC)CC(C(=O)O)NC2 (centres undefined)
    0	0.0	4	0.5
CC(C)C(=O)N(c1ccc(F)cc1)C1C=CS(=O)(=O)C1 (centres undefined)
    8	-0.1	3	-0.2
